Source: PubChem BioAssay
All columns: NCI-60 one-dose screen, growth in % after 48 h at 10 µM unless noted; 100 = growth as untreated, 0 = no growth, -100 = all killed.
OVCAR-4 – OVCAR-4 ovarian cancer cells; actives 3.7% (n = 80,000); AID 1794784
U251 – U251 CNS tumor cells; AID 1794753; actives 5.4% (n = 80,000)
OVCAR-8 – OVCAR-8 ovarian cancer; actives 4.4% (n = 81,000); AID 1794782
OVCAR-5 – OVCAR-5 ovarian cancer; AID 1794783; actives 2.9% (n = 82,000)
OVCAR-3 – OVCAR-3 ovarian cancer; actives 7% (n = 79,000); AID 1794787
PC-3 – PC-3 prostate cancer cells; actives 3.9% (n = 80,000)
SF-268 – SF-268 CNS cancer cells. actives 3.1% (n = 82,000)
SK-OV-3 – SK-OV-3 ovarian cancer cells; actives 3.2% (n = 80,000)
DU-145 – DU-145 prostate cancer; actives 4.2% (n = 81,000)
Starred values were filed as active, the others as inactive; . = no result given; & = joins results of further samples. How the source made its calls: active means growth percent below 10; inactive means the rest. Not a hit list, and some 9.5% of all compounds hit somewhere here.

cpd	SMILES	OVCAR-4	U251	OVCAR-8	OVCAR-5	OVCAR-3	PC-3	SF-268	SK-OV-3	DU-145
1	Cc1cc(N2CCN(C)CC2)nc(NC2CCCC(Nc3ccnc4cc(Cl)ccc34)C2)n1 (stereo not given)	20	-51*	5.9*	9.7*	-19*	8.5*	-2.4*	19	17
2	CC(C)OC(=O)c1ccc2n1CCc1cnc(NC3CCCCC3)nc1-2	98	94	103	101	116	99	112	121	101
3	Nc1ccc(CCCCc2ccccc2)c(Cl)c1	84	78	94	97	94	90	83	99	103
4	CCOC(=O)C1(C)CCCCC1=O (stereo not given)	111	102	106	100	109	92	105	105	.
5	CCOC(=O)COc1ccc(C(CC)C(CC)c2ccc(OCC(=O)OCC)cc2)cc1 (stereo not given)	110&100	93&101	90&100	106&98	118&118	63&97	106&104	96&114	105&107
6	CC(C)CCNCC(C)(C)O	115	104	99	101	119	99	106	110	118
7	Cn1c(=O)c2c(ncn2CC(=O)Nc2ccc(F)cc2)n(C)c1=O	111	95	104	100	110	85	102	99	110
8	COc1ccc(-c2c(-c3ccc(O)cc3)c3ccccc3oc2=O)cc1	108	103	104	106	109	107	105	109	114
9	O=C(O)c1ccc(I)cc1	117	99	101	110	108	97	99	117	105
10	O=C(CN1CCN(c2cc3c(cc2F)c(=O)c(C(=O)N/N=C/c2ccc(F)cc2)cn3C2CC2)CC1)N/N=C\c1ccc(F)cc1	65	78	73	91	70	43	59	111	76
11	CCCCNC(=O)c1ccc(OCC)cc1	101	99	103	96	105	91	106	99	108
12	C[C@H]1CN2C(=O)/C=C/C=C/C=C/[C@@](C)(O)[C@@H](O[C@@H]3OC[C@@H](O)[C@H](O)C3N)\C=C/C=C/C=C/C=C\[C@@H]2[C@@H]1O (stereo not given in full)	108	110	101	113	115	104	105	98	107
13	Cn1cc(-c2nnc(N)nc2-c2c[nH]c3ccccc23)c2cccnc21	77	42	50	78	26	58	66	65	77
14	C/C(=N\O)C(C)(C)O	98	99	110	127	115	102	101	108	108
15	O=C(O)/C=C\c1c[nH]c2nccnc12	.	94	101	106	115	102	112	106	115
16	C=CC(=O)N[C@@H](/C=C/C(=O)OCC)Cc1ccc(-c2cc(Cl)cc(Cl)c2)cc1	11	20	17	56	14	17	32	27	17
17	CCN(CCN(C)C)C(=O)CNCc1cc(C(N)=O)ccn1	109	87	90	101	119	80	108	96	112
18	COC(=O)CCCNC(=O)C(=O)c1c(O)c(O)c(C(C)C)c2cc(C)c(-c3c(C)cc4c(C(C)C)c(O)c(O)c(C(=O)C(=O)NCCCC(=O)OC)c4c3O)c(O)c12	-3.3*	-62*	-15*	4.9*	4.9*	21	8.1*	-4.9*	-0.7*
19	CC(=O)c1ccc2ccccc2c1O	105	101	109	102	100	95	97	97	104
20	NCCOc1ncccc1/C=C1\c2ccccc2-c2ccc(C(F)F)cc21	84	36	56	70	76	51	54	64	13
21	CC(=O)Nc1cccc(C(F)(F)F)c1[N+](=O)[O-]	.	99	111	108	110	96	100	111	110
22	COc1ccc2[nH]cc(-c3nc(-c4c[nH]c5ncccc45)cs3)c2c1	.	35	45	81	51	44	59	41	47
23	Cc1ccc(F)c(C)c1NS(=O)(=O)c1c(C(=O)Nc2cccc(C#N)c2)c(C)n(C)c1C	106	91	98	105	103	80	92	106	104
24	O=C(CN1C(=O)/C(=C\c2ccccc2)SC1=S)Nc1ncc(Cc2ccc(Cl)cc2)s1	103	98	98	103	104	.	96	103	106
25	C#CCOc1ccc(C(Nc2ccc(Br)cc2)c2nnnn2C2CCCCC2)cc1OC (stereo not given)	90	93	.	94	109	88	85	88	108
26	CCOC(=O)C1=C(C)NC(SCc2cc(=O)oc3ccc(Cl)cc23)=N[C@@H]1c1cccc2ccccc12	108	96	93	109	98	88	100	72	106
27	COC(=O)C(CO)NC(c1ccccc1)(c1ccccc1)c1ccccc1 (stereo not given)	87	89	95	94	105	75	109	98	106
28	CCOc1ccc2nc(N)sc2c1	118	100	99	99	.	80	94	111	119
29	CCCC(=O)Nc1cc(C)c(NC(=O)CN(CC)CC)c(C)c1	95	92	102	93	102	104	94	107	103
30	O=C(NCn1c(=O)[nH]c2ccccc2c1=O)N1CCN(C(=O)NCn2c(=O)[nH]c3ccccc3c2=O)CC1	99	73	83	104	100	100	59	97	92
31	N#Cc1cnn2ccn(C3OC(CO)C(O)C3O)c12 (stereo not given)	99	95	98	92	116	93	105	105	115
32	C/C(=N\N=C\c1ccc(O)cc1)c1nnn(-c2ccc(Cl)cc2)c1C	93	107	99	104	.	82	90	110	100
33	CCOC(=O)C1=NN(c2ccccc2)C(=O)/C1=C\N1CCNC1=S	101	99	105	98	99	99	98	108	108
34	O=C1Nc2ccccc2C1O (stereo not given)	100	102	102	100	106	99	99	101	117
35	O=C(Nc1ccccc1)Nc1cc2ccccc2c2ccccc12	108	109	111	114	119	102	116	102	132
36	Cc1nn(-c2ccccc2Br)c(C)c1C(=O)Nc1ccc2ccccc2n1	84	38	44	74	71	43	65	75	64
37	COc1ccc(-c2nonc2NC(=O)c2cccc(Cl)c2)cc1OC	91	96	100	99	104	87	99	105	105
38	COc1cccc(/C=C/C(=O)c2c(C)nc3ccccc3c2/C=C/c2ccccc2)c1OC	46	24	22	36	2.7*	43	39	90	4.2*
39	O=C(O)c1cc(Br)c(Br)s1	100	94	114	91	95	87	93	99	85
40	Cc1ccc2c(c1)sc1nc3nc4sc5cc(Cl)c(Cl)cc5n4c(=N)c3c(=N)n12	96	111	102	114	132	99	121	84	123
41	C=CCOc1ccc(NC(C)=O)cc1	121	97	103	89	112	102	109	117	119
42	COc1ccc(/C=C/c2nc(N/N=C/c3ccc(Cl)cc3)c3ccccc3n2)cc1	57	78	75	68	73	71	78	79	77
43	N#Cc1nc(-c2cc3cccc(Br)c3oc2=O)oc1NCCO	114	105	101	100	.	104	111	116	113
44	NS(=O)(=O)c1ccc([N+](=O)[O-])cc1	107	99	103	104	119	106	105	107	111
45	O=C(CN1CCn2c(nnc2C(F)(F)F)C1)Nc1nc2ccccc2s1	100	90	104	94	99	103	89	102	109
46	O=C1c2ccccc2C(=O)N1/N=C/c1ccc(Cl)c(Cl)c1	112	98	96	109	114	108	109	105	113
47	CCN1C(=O)c2ccc3c4c(ccc(c24)C1=O)C(=O)N(CCCNCc1ccccc1OC)C3=O	-60*	-86*	-23*	-91*	-20*	0.7*	-15*	11	-87*
48	COc1ccc(N)c([N+](=O)[O-])c1	116	110	101	119	107	91	99	100	116
49	O=C(OCc1ccc2cccc(O)c2n1)N1CCN(C(=O)c2cc3ccccc3[nH]2)CC1	100	92	94	95	103	90	92	98	102
50	COc1ccc(C(=O)NCCNc2nccc(-c3c(-c4ccc(F)cc4)nc4sccn34)n2)cc1OC	94	60	61	71	83	143	67	73	68

(more compounds)
cpd	SMILES	OVCAR-4	U251	OVCAR-8	OVCAR-5	OVCAR-3	PC-3	SF-268	SK-OV-3	DU-145
51	O=C(NCc1ccccc1)C1CSC2c3ccccc3C(=O)N12 (stereo not given)	111	98	101	92	113	97	91	102	112
52	CCCCNC(=O)Oc1ccc(/C(=C(/C)Cc2ccc(OC)cc2)c2ccc(OCCN3CCOCC3)cc2)cc1	105	88	88	100	96	76	89	96	99
53	COc1cc(/C=C/C(=O)c2ccc(-n3cc(CN4CCN(c5cc6c(cc5F)c(=O)c(C(=O)O)cn6C5CC5)CC4)nn3)cc2)cc(OC)c1OC	97	68	81	93	85	85	77	79	92
54	O=C1CC(=C/c2ccccc2)/C(=C/c2ccccc2)C1	101	98	104	99	99	93	97	107	98
55	CC(C)(C)c1ccc(S(=O)(=O)Oc2ccc3c4c(c(=O)oc3c2)CCCCC4)cc1	.	54	77	70	53	33	61	71	77
56	CCOC(=O)N1CCN(CC(=O)Nc2c(C)cccc2C)CC1	96	95	103	113	100	105	91	102	102
57	CCCC(CCC)C(=O)OCc1cn(-c2cc3ccccc3oc2=O)nn1	100	93	97	110	101	92	96	110	103
58	CCOC(=O)c1ccc(N/C=C/C(=O)c2ccc(F)cc2)cc1	98	100	103	97	.	98	104	114	106
59	O=C(O)c1cccc2c1-c1ccc(Cl)cc1C2=O	98	95	98	98	110	110	110	103	112
60	O=C(CCCC(=O)c1ccc(F)cc1)N[C@@H](CC(=O)N1CCn2c(nnc2C(F)(F)F)C1)Cc1cc(F)c(F)cc1F	96	96	103	100	98	96	83	108	98
61	COc1ccc(/C=N\NC(=O)CCCC(=O)N/N=C/c2ccc(OC)c(OC)c2)cc1OC	122	111	102	91	103	90	99	108	102
62	Nn1c(N=Nc2c(O)[nH]c3ccc([N+](=O)[O-])cc23)n[nH]c1=S	112	101	103	97	116	98	98	109	104
63	COc1cc2nc(Cl)nc(Nc3cccc(C4=NN(C=O)C(c5ccccc5)C4)c3)c2cc1OC (stereo not given)	104	96	94	102	107	78	95	119	96
64	COc1ccc(/C=C2\CS(=O)(=O)C/C(=C\c3ccc(OC)cc3)C2=O)cc1	12	-3.8*	-45*	-20*	-66*	-34*	-25*	25	-44*
65	O=[N+]([O-])c1cccc(-c2nc3sccn3c2-c2ccnc(NCCNS(=O)(=O)c3ccc(Br)cc3)n2)c1	43	70	51	112	61	30	45	85	56
66	COc1ccc(C2N=C(N)NC(Nc3nn[nH]n3)=N2)cc1OC (stereo not given)	101	95	104	118	115	97	104	112	108
67	COc1ccc(C2Nc3nc(-c4cccnc4)nn3C(N)=C2C#N)cc1 (stereo not given)	100	101	100	103	115	95	102	104	106
68	O=C1CCC23N=CC(c4ccc(Cl)cc4)(O2)C(=O)c2ccccc2N13 (stereo not given)	111	99	98	103	98	94	99	114	100
69	c1ccc(OC(c2ccccc2)(c2ccccc2)c2ccccc2)cc1	84	90	96	104	90	68	82	91	95
70	O=C(Nc1ccc(F)cc1F)c1cc(Cl)ccc1O	17	3.3*	11	15	8.0*	6.1*	15	-11*	18
71	NC(=S)n1c(=O)n(-c2cccc(C(F)(F)F)c2)c(=O)c2cc(-c3ccc(F)cc3F)ccc21	30	9.7*	11	9.6*	.	1.0*	13	-2.6*	25
72	CCCCCC(CCC)COC(=O)c1ccc(OC)cc1 (stereo not given)	109	96	96	102	111	84	106	101	109
73	CCCCNC(C)C(O)c1ccc(-c2ccc(C(O)C(C)NCCCC)cc2)cc1 (stereo not given)	91	74	89	100	81	63	79	85	77
74	COc1ccc(N2CCN(c3ccc(NC4=C(Cl)C(=O)c5ncccc5C4=O)cc3)CC2)cc1	29	27	33	84	-3.7*	53	40	76	35
75	CCOC(=Nc1ccc(C#N)cc1)SC(c1ccccc1)(c1ccccc1)c1ccccc1	83	90	103	93	108	86	103	98	114

No new results follow: an excerpt of the list.
cpd	SMILES	OVCAR-4	U251	OVCAR-8	OVCAR-5	OVCAR-3	PC-3	SF-268	SK-OV-3	DU-145
51	O=C(NCc1ccccc1)C1CSC2c3ccccc3C(=O)N12 (stereo not given)	111	98	101	92	113	97	91	102	112
52	CCCCNC(=O)Oc1ccc(/C(=C(/C)Cc2ccc(OC)cc2)c2ccc(OCCN3CCOCC3)cc2)cc1	105	88	88	100	96	76	89	96	99
53	COc1cc(/C=C/C(=O)c2ccc(-n3cc(CN4CCN(c5cc6c(cc5F)c(=O)c(C(=O)O)cn6C5CC5)CC4)nn3)cc2)cc(OC)c1OC	97	68	81	93	85	85	77	79	92
54	O=C1CC(=C/c2ccccc2)/C(=C/c2ccccc2)C1	101	98	104	99	99	93	97	107	98
55	CC(C)(C)c1ccc(S(=O)(=O)Oc2ccc3c4c(c(=O)oc3c2)CCCCC4)cc1	.	54	77	70	53	33	61	71	77
56	CCOC(=O)N1CCN(CC(=O)Nc2c(C)cccc2C)CC1	96	95	103	113	100	105	91	102	102
57	CCCC(CCC)C(=O)OCc1cn(-c2cc3ccccc3oc2=O)nn1	100	93	97	110	101	92	96	110	103
58	CCOC(=O)c1ccc(N/C=C/C(=O)c2ccc(F)cc2)cc1	98	100	103	97	.	98	104	114	106
59	O=C(O)c1cccc2c1-c1ccc(Cl)cc1C2=O	98	95	98	98	110	110	110	103	112
60	O=C(CCCC(=O)c1ccc(F)cc1)N[C@@H](CC(=O)N1CCn2c(nnc2C(F)(F)F)C1)Cc1cc(F)c(F)cc1F	96	96	103	100	98	96	83	108	98

The listing continues.
cpd	SMILES	OVCAR-4	U251	OVCAR-8	OVCAR-5	OVCAR-3	PC-3	SF-268	SK-OV-3	DU-145
76	FC(F)(F)Sc1ccc(/C=C/c2cc(/C=C/c3ccc(SC(F)(F)F)cc3)on2)cc1	104	105	90	101	116	79	99	103	99
77	Cn1c2c(c3ccc(Cl)c(Cl)c31)C(C#N)C1(CCN(C(=O)OC(C)(C)C)CC1)NC2=O (stereo not given)	83	87	90	99	103	76	92	92	100
78	CCc1csc(=S)[nH]1 (tested in a mixture with another compound)	92	101	113	112	.	67	.	108	.
79	Cc1cccc(C)c1N1C(=O)CC(Sc2ccccc2N)C1=O (stereo not given)	96	105	98	111	114	87	.	116	117
80	NC(=O)C(CCc1nc2ccccc2[nH]1)NS(=O)(=O)c1ccccc1 (stereo not given)	104	100	103	96	109	88	102	103	112
81	COc1ccc(OC)c(C(=O)/C=C/c2cc3c(c(OC)c2OC)OCO3)c1	63	50	58	121	59	62	63	79	42
82	N#Cc1c(-c2cccc3ccccc23)cc(-c2cccc(OCC(=O)O)c2)[nH]c1=O	92	103	99	90	104	92	97	108	105
83	CCOC(=O)C1=C(N)Oc2cc(OC)ccc2C1c1ccc(F)c(F)c1 (stereo not given)	69	28	36	57	18	27	51	23	38
84	O=c1ccc2ccccc2c2ccccc12	105	82	93	108	88	92	94	98	78
85	O=C(CN1CCN(Cc2ccc(Cl)cc2)C(=O)c2ccccc2C1=O)NC12CC3CC(CC(C3)C1)C2	107	93	93	99	103	74	95	103	105
